SDO1 yeast rescue – restores growth of sdo1-depleted yeast; S. cerevisiae sdo1-depleted JHY4D growth rescue, OD600 30 h; hits give high values; pdr5 snq2 efflux-pump mutant strain; z-score at 10 µM; hit rate 0.21% among 140,000; AID 817;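 active = z-score above 3 at both the 24 hr and the 30 hr optical density reads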;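 also: z-score against mean and SD of all compound wells on the same plate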
Insulin prom inh – TRM-6 insulin promoter activity inhibition; TRM-6 cells (human fetal islet line), insulin promoter-eGFP reporter, imaging; reporter expression induced with tamoxifen; inhibition, % at 2 µM; hit rate 0.9% among 130,000;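 active = inhibition above the mean plus 3 SD, with well images judged a real hit on visual review, cut at about 60% in these data, passing the limit was not always enough; inconclusive = inhibition over the cutoff but images rejected on review; inactive = inhibition not above the cutoff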
SDO1 yeast rescue Rescue 24 h – further read-out of SDO1 yeast rescue, marked with its call; z-score; S. cerevisiae sdo1-depleted JHY4D growth rescue, OD600; measured here: growth rescue at 24 h;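 0 is the plate mean of compound wells and units are plate SD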
An asterisk follows results filed as active; ? = inconclusive; / = not tested or not shown. These rows are one share of the data. The share of hits here may be higher or lower than overall.

SMILES	SDO1 yeast rescue	SDO1 yeast rescue Rescue 24 h	Insulin prom inh
O=C(NC(=S)N1CCCCC1)C12CC3CC(CC(C3)C1)C2	-0.8	-0.99	0.0
CC(C)Oc1ccc(C(=O)NCc2cccnc2)cc1	0.1	-0.39	/
CCCS(=O)(=O)N1CCCC(C(=O)NCCN2CCCCC2C)C1 (stereo not drawn)	1.14	0.72	/
CC(=O)Nc1ccc(S(=O)(=O)Nc2nc3ccccc3nc2N2CCc3ccccc3C2)cc1	-0.76	-0.73	21.6
N#CCCn1nnc(-c2ccccc2F)n1	1.18	1	-218.6
CC(Sc1nc(-c2ccccc2)cc(C(F)(F)F)n1)C(=O)N1CCC(C(N)=O)CC1 (stereo not drawn)	0.31	-0.53	-328.6
O=C(Cn1ncc2c1-c1ccccc1OC2)N1CCc2ccccc21	-0.66	-0.42	/
O=C(ONC1=NCCCCC1)c1ccc([N+](=O)[O-])cc1	/	/	-2.7
COc1cc(OC)c(C2N(c3cc(C)on3)C(=O)C3CCCN32)cc1OC (stereo not drawn)	-0.61	-0.92	/
Cc1ccc(NC(=O)c2ccc(-n3cncn3)c([N+](=O)[O-])c2)cc1	-0.11	-0.83	19.4
CCOC(=O)Nc1nnc(-c2ccc(OC)cc2)s1	-0.21	0.29	-22.6
CCC1=C(C(=O)OC)C(c2cc(OC)ccc2OC)C(C#N)=C(N)O1 (stereo not drawn)	0.02	-0.41	-12.3
Cc1nn(-c2ccccn2)c2c1-c1nc(N)ncc1CC2	0.96	1.17	5.6
O=C(Cc1ccccc1)NC1(Cc2ccc(O)cc2)CCCCC1	/	/	52.9
CSc1nc2c(cnn2-c2ccc(C)c(C)c2)c(=O)[nH]1	-2.02	-0.76	/
c1ccc2c(c1)[nH]c1c(NCC3CCCO3)ncnc12 (stereo not drawn)	0.47	-0.23	?
COC(=O)NCc1ccc(Cl)c(Cl)c1	-0.09	-0.42	12.9
O=C(COc1ccccc1F)NC1CCN(Cc2ccccc2)CC1	-1.62	-0.99	/
COc1ccc(NC(=O)c2ccccc2NS(C)(=O)=O)cc1OC	0.39	-0.82	-350.0
CCC1c2ccc(C)n2CCN1C(=O)Nc1ccc(F)cc1 (stereo not drawn)	0.4	0.13	/
Cc1onc(-c2ccccc2)c1C(=O)NC(=S)NNC(=O)c1cccnc1	0.54	0.55	-8.3
CCOC(=O)C1CCCCN1Cc1cc(OC)ccc1OC (stereo not drawn)	-0.26	-0.6	-25.0
CCc1cccc2c(C(=O)COC(=O)c3cccc(S(=O)(=O)N(C)C4CCCCC4)c3)c[nH]c12	0.15	0.13	54.8
CC(C)(C)c1ccc(COn2c(=O)c(-c3ccco3)[n+]([O-])c3ccccc32)cc1	-0.29	0.53	-27.8
COc1ccc(NC(=O)CSc2nc3[nH]ncc3c(=O)n2-c2ccccc2OC)cc1OC	0.58	0.05	-16.7
Oc1ccc(CN2CCCCC2)nc1-c1ccccc1	0.96	-0.24	18.2
COc1ccc(NC(=O)Nc2ccccc2)cc1S(=O)(=O)N1CCCCC1	/	/	18.2
Cc1cc(C)c2sc(N)nc2c1	/	/	-30.8
COc1cc2c(cc1NCc1ccccn1)oc1ccccc12	-1.36	-1.41	-7.9
CCCS(=O)(=O)c1c(S(=O)(=O)CCC)c2c3ccccc3ccn2c1C(N)=O	0.1	-0.82	-21.9
COCCCNC(=O)c1ccc(Cn2c(=O)c3ccccc3n(Cc3ccc(C)cc3)c2=O)cc1	-1.86	-0.29	0.0
Fc1ccc(C[n+]2csc3ccccc32)cc1	-1.16	-1.16	-3.6
COc1ccc(NC(=O)C2CCCN2c2ccc(OC)c(OC)c2)cc1OC (stereo not drawn)	1.48	2.03	-66.7
CCOc1cc(N2CCOCC2)c(OCC)cc1NC(=O)c1c(-c2ccccc2Cl)noc1C	/	/	-36.4
Cc1c(C(=O)CN2CCOCC2)[nH]c2ccccc12	0.76	0.69	/
COc1ccccc1NC(=O)c1ccc(CN(c2cc(Cl)ccc2C)S(=O)(=O)c2ccccc2)cc1	1.21	0.63	36.4
CN(C)S(=O)(=O)c1ccc(C(=O)N2CCOCC2)cc1	0.42	0.51	20.0
Cc1ccc(C(=O)N2NC(c3ccc(F)cc3)C3C(=O)N(c4ccc(C)cc4)C(=O)C32)cc1 (stereo not drawn)	-0.42	-0.63	14.3
COC(=O)Cc1ccc(NC(=O)C(c2ccccc2)c2ccccc2)cc1	-0.85	-0.41	57.1
Cc1ccc(NC(=O)c2cc(S(=O)(=O)N3CCCCC3)cs2)cc1	-0.75	0.52	-4.3
O=C(COC(=O)c1cnccn1)c1ccc(Cl)cc1	/	/	35.7
CC(C)OC(=O)CN1C(=O)C(C)(C)Oc2ccc(C(=O)NC3CC3)cc21	0.45	-0.26	-30.9
COCC(=O)N(Cc1ccc(OC)cc1)Cc1nc2ccccc2c(=O)[nH]1	0.14	0.19	-27.0
Cn1c2c(c(=O)n(C)c1=O)C(CC(=O)Nc1ccc(F)cc1)C(=O)N2 (stereo not drawn)	/	/	-35.7
O=C1C(=C(c2ccccc2)c2ccccc2)Nc2ccccc21	-1.9	-1.39	6.9
COc1ccc(C2C(C(=O)c3cccs3)=C(O)C(=O)N2c2nncs2)cc1 (stereo not drawn)	0.23	-0.15	/
Nc1nnc(-c2cc3ccccc3oc2=O)s1	1.71	0.66	73.7
Cc1cccc(Cc2nnc(NC(=O)c3cccc(S(=O)(=O)N4CCOCC4)c3)s2)c1	-0.74	-0.77	/
c1ccc(CSc2nnc(-c3ccncc3)o2)cc1	-0.17	0.15	52.6
CCOC(=O)C1=C(c2ccccc2)OC(N)=C(C#N)C1C(C)C (stereo not drawn)	-1.24	0.59	/

Reprinted from the part before: 3 entries; new compounds follow.
SMILES	SDO1 yeast rescue	SDO1 yeast rescue Rescue 24 h	Insulin prom inh
Cc1cccc(Cc2nnc(NC(=O)c3cccc(S(=O)(=O)N4CCOCC4)c3)s2)c1	-0.74	-0.77	/
c1ccc(CSc2nnc(-c3ccncc3)o2)cc1	-0.17	0.15	52.6
CCOC(=O)C1=C(c2ccccc2)OC(N)=C(C#N)C1C(C)C (stereo not drawn)	-1.24	0.59	/
O=C(CCCCCNc1nc(=S)[nH]c2ccccc12)NCc1ccccc1Cl	/	/	-71.4
CCOC(=O)Cn1nnc(-c2ccc(OCC(C)C)cc2)n1	-0.25	1.77	8.6
CCNc1nc(NCC)nc(SCCOc2ccc(C)cc2)n1	-1.2	0.1	0.0
C=CCn1c(SCC(=O)O)nnc1-c1ccc(C(C)(C)C)cc1	-0.03	-0.06	35.7
C=CCn1c(NCCO)nc2sc3c(c2c1=O)CCC3	0.12	-0.5	/
COc1ccc(C2=Nn3c(nnc3-c3cccnc3)SC2)cc1	-1.01	-1.65	13.2
O=C(O)CCN1CC2([N+](=O)[O-])CC=C(OCCO)C([N+](=O)[O-])(C1)C2 (stereo not drawn)	/	/	35.0
Cc1ccc(S(=O)(=O)Nc2ccccc2C(=O)Nc2sccc2C(=O)NN(C)C)cc1	0.51	-0.02	31.7
CN(C)/C(CN1CCCCC1)=C1\N=C(c2ccccc2)OC1=O	1.01	0.64	-12.5
Cc1cccc(C)c1OCC(=O)N/N=C/c1cccn1C	0.26	-0.29	52.4
COc1ccc2c(c1)CCc1c(C(=O)NCCc3ccc(OC)c(OC)c3)noc1-2	0.22	6.26	/
CC(C)c1ccc(N(CC(=O)N/N=C/c2ccc(OC3CSC3)cc2)S(=O)(=O)c2ccccc2)cc1	0.32	1.1	/
O=C(CNC(=S)N(Cc1ccccc1)Cc1ccccc1F)NCc1ccccc1	/	/	-3.7
COC(=O)c1c(C(=O)OC)c(-c2ccc(C)cc2)n2c1CCC2	0.35	0.29	/
C=C(C)CNC(=S)NNC(=O)c1cc(C)oc1C	0.97	0.67	40.0
COc1ccc(Cn2nnnc2C(c2cccs2)N2CCOCC2)cc1 (stereo not drawn)	-0.05	-0.83	100.0*
C=CC[N+](C)(C)C/C(Cl)=C(\Cl)c1ccccc1	0.49	0.19	?
COc1ccc(NC(=O)c2ccc3c(SCC(=O)O)c4c(nc3c2)CCCC4)c(OC)c1	/	/	14.3
O=C(CCc1nc(-c2ccccc2)no1)NCC1CCCO1 (stereo not drawn)	0.03	-0.3	/
O=C(NN=C1CCCCCC1)NC1CCCCC1	-0.37	-2.04	29.4
Cc1ccc(-n2c(C)cc(C=C(C#N)C#N)c2C)cc1	-1	-0.71	-37.2
CC1=NN(C(=O)CCc2ccccc2)C(c2ccccc2)C1 (stereo not drawn)	/	/	9.1
O=C(CCN1C(=O)C2C3C=CC(C3)C2C1=O)NCCc1ccccc1 (stereo not drawn)	-0.97	-1.64	30.8
NC(=O)CC[C@@H]1NC(=O)[C@H](CO)NC(=O)c2cc([N+](=O)[O-])cc(I)c2NCC[C@@H](C(N)=O)NC(=O)[C@H](Cc2ccc(O)cc2)NC1=O	-0.16	-0.29	0.0
COc1ccc(-c2nc3n(n2)C(c2ccccc2Cl)C(C(N)=O)=C(C)N3)cc1 (stereo not drawn)	-0.04	-0.69	/
O=C(c1cccs1)N1CCN(S(=O)(=O)c2ccccc2)CC1	1.32	0.47	33.3
c1ccc(-c2nc(NCC3CCCO3)c3ccccc3n2)nc1 (stereo not drawn)	0.62	0.35	63.6
CC1(C)CC(=O)C2=C(C1)NCN(Cc1ccccc1)C2	0.07	-0.48	9.7
COc1cc2c3c(c1OC)C1(C=CC(=NO)C=C1)CC3N(C(C)=O)CC2 (stereo not drawn)	-0.02	-0.47	/
Cc1ccc2nc3sc(C(=O)N4CCCc5ccccc54)c(N)c3cc2c1	-2.06	-1.52	/

Pulled one by one from the list above (7):
SMILES	SDO1 yeast rescue	SDO1 yeast rescue Rescue 24 h	Insulin prom inh
NC(=O)CC[C@@H]1NC(=O)[C@H](CO)NC(=O)c2cc([N+](=O)[O-])cc(I)c2NCC[C@@H](C(N)=O)NC(=O)[C@H](Cc2ccc(O)cc2)NC1=O	-0.16	-0.29	0.0
N#CCCn1nnc(-c2ccccc2F)n1	1.18	1	-218.6
Nc1nnc(-c2cc3ccccc3oc2=O)s1	1.71	0.66	73.7
COc1ccc(-c2nc3n(n2)C(c2ccccc2Cl)C(C(N)=O)=C(C)N3)cc1 (stereo not drawn)	-0.04	-0.69	/
O=C(ONC1=NCCCCC1)c1ccc([N+](=O)[O-])cc1	/	/	-2.7
O=C(NC(=S)N1CCCCC1)C12CC3CC(CC(C3)C1)C2	-0.8	-0.99	0.0
CC(C)OC(=O)CN1C(=O)C(C)(C)Oc2ccc(C(=O)NC3CC3)cc21	0.45	-0.26	-30.9

Following part.
SMILES	SDO1 yeast rescue	SDO1 yeast rescue Rescue 24 h	Insulin prom inh
O=C(Oc1ccccc1Cl)c1ccc(N2CCOCC2)c([N+](=O)[O-])c1	-0.46	-0.36	37.5
Cc1ccc(-c2csc3ncn(CC(=O)N4CCOCC4)c(=O)c23)cc1	0.37	-0.18	-257.1
CC(C)(O)C#Cc1ccc(C(=O)N2CCCC2C(=O)O)s1 (stereo not drawn)	0.43	-0.09	62.5
O=C(Nc1ccccc1)N1CCCCC1c1cccnc1 (stereo not drawn)	-0.56	-0.28	58.6
CCn1c(COc2ccc(=O)n(-c3ccccc3)n2)nnc1SCc1ccccc1	-0.68	-0.64	/
COc1ccc(C(=O)Nc2cc(=O)n(C)c(=O)n2C)cc1	/	/	-27.3
Cn1c(N)c(C(=O)COC(=O)c2cc(-c3ccccc3)nc3ccccc23)c(=O)n(Cc2ccccc2)c1=O	0.26	1.97	45.5
O=C(CSc1ccc2c(c1)OCCO2)NCCN1C(=O)CSC1=O	0.33	-0.32	-22.2
Cc1cccc(NC(=O)C2CCCN(C(=O)NC3CCCCC3)C2)c1C (stereo not drawn)	0.18	-0.76	/
CC12C(=O)N(Cc3ccccc3)C(=O)C1C1C=CC2C1 (stereo not drawn)	0.72	0.84	-7.7
COc1ccc(S(=O)(=O)Nc2nc3ccccc3s2)cc1OC	0.68	0.32	61.3
Cc1ccc(S(=O)(=O)N2CCC(=O)N(CCOC(=O)Nc3cc(C)cc(C)c3)CC2)cc1	0.04	0.29	-66.7
C=CCn1cc(C(=O)NCc2ccc(Cl)cc2)c(=O)c2cc(S(=O)(=O)N(CC)CC)ccc21	-0.21	-0.17	0.0
Cc1ccc(N2C(=O)C3C4C=CC(CNC(=S)Nc5ccc(Cl)cc5)(O4)C3C2=O)cc1 (stereo not drawn)	-0.64	-0.73	46.1
COCCn1c(SCc2ccc(C(=O)OC)o2)nc2cc(Cl)ccc2c1=O	-0.69	-0.49	/
COC(=O)C1=C(NC(=O)COc2ccc3ccccc3c2)CCS1	0.27	0.27	/
Cc1ccc(-c2nn3c(C)nnc3c3ccccc23)cc1S(=O)(=O)N(C)CCO	0.16	1.4	-44.4
CCOC(=O)c1c(C)c(C(=O)NCC2CCCO2)c(C)n1C (stereo not drawn)	0.59	-0.03	-12.0
COC(=O)COc1cccc(NC(=O)c2ccccc2)c1	0.49	0.25	/
COc1ccc(N2CC(C)(C)C2=O)cc1	/	/	12.2
COC(=O)/C=C1/N/C(=N\c2nc(C)cc(C)n2)N(c2cccc(C)c2)C1=O	-0.07	-0.2	/
COc1ccc(OC)c(C(C)NC(=O)c2ccc(Br)cc2)c1 (stereo not drawn)	-1.74	-1.59	0.0
COc1ccc(C)cc1NC(=O)CSc1nnc(-c2ccc(Br)cc2)o1	-0.68	-0.52	22.7
CS(=O)(=O)N(CC(O)Cn1c2ccccc2c2ccccc21)c1cccc2ccccc12 (stereo not drawn)	-1.02	-0.8	-21.4
COC(=O)c1ccc(C)c(NC(=O)CN(c2cc(OC)ccc2OC)S(C)(=O)=O)c1	-0.57	-0.69	11.1
COc1cccc(Nc2ncccc2C(=O)Nc2ccccc2)c1	-1.12	-0.87	42.1
Cc1cccc(N2CCN(S(C)(=O)=O)CC2)c1C	-0.11	-0.81	/

Bioassay records deposited in PubChem by several laboratories.
